Growth percent in the NCI-60 one-dose screen (48 h, 10 µM unless noted): 100 = growth as untreated, 0 = no growth, -100 = all killed.
SK-MEL-28 – SK-MEL-28 melanoma; 81,000 compounds, 4.1% hits; AID 1794761
SK-MEL-2 – SK-MEL-2 melanoma. 77,000 compounds, 4.7% hits. AID 1794763
M14 – M14 melanoma; 80,000 compounds, 6.2% hits; AID 1794745
A549/ATCC – A549/ATCC NSCLC; 81,000 compounds, 3.7% hits; AID 1794740
SK-MEL-5 – SK-MEL-5 melanoma; 80,000 compounds, 6.4% hits; AID 1794755
HOP-92 – HOP-92 NSCLC cells; 71,000 compounds, 6.3% hits; AID 1794738
HOP-62 – HOP-62 NSCLC; 80,000 compounds, 3.9% hits
EKVX – EKVX NSCLC. 71,000 compounds, 3% hits
Active calls of the source: *; & = joins results of further samples. The calls were made as follows: active = growth percent below 10; inactive = the rest. Not a hit list; overall some 11% were active at least once.

Sample of the layout, seven compounds:
`COC(=O)C[C@H](Nc1nc(N)nc(N(C)Cc2ccccc2)c1C=O)C(=O)OC` gave SK-MEL-28 115, SK-MEL-2 108, M14 107, A549/ATCC 95, SK-MEL-5 117, HOP-92 90, HOP-62 101 and EKVX 106.
Screening O=C(O)CCCCCCCCCCNC(=O)Nc1cccc(C(F)(F)F)c1 returned SK-MEL-28 117, SK-MEL-2 108, M14 102, A549/ATCC 84, SK-MEL-5 103, HOP-92 93 and HOP-62 112.
`COc1cc(C2Nc3ccccc3-n3cccc32)cc(OC)c1OC` (stereo unspecified) gave SK-MEL-28 109, SK-MEL-2 89, M14 100, A549/ATCC 98, SK-MEL-5 83, HOP-92 76 and HOP-62 105.
`C=C(C)[C@@H]1CC[C@]2(C(=O)OC)CC[C@]3(C)[C@H](CC[C@@H]4[C@@]5(C)C/C(=C/NC(N)=S)C(=O)C(C)(C)[C@@H]5CC[C@]43C)[C@@H]12` gave SK-MEL-28 99, SK-MEL-2 103, M14 88, A549/ATCC 76, SK-MEL-5 87, HOP-92 90, HOP-62 97 and EKVX 91.
O=C(NC1CCCCC1)c1ccccc1Cl was read as SK-MEL-28 110, SK-MEL-2 117, M14 108, A549/ATCC 100, SK-MEL-5 103, HOP-92 101, HOP-62 104 and EKVX 97.
Screening O=[N+]([O-])c1ccc(S(=O)(=O)c2ccccc2)cc1 returned SK-MEL-28 125, SK-MEL-2 106, M14 100, A549/ATCC 102, SK-MEL-5 92, HOP-62 100 and EKVX 104.
`CC1=CC(=O)C2=C(C)CC[C@@H]3[C@H](OC(=O)[C@@H]3C)[C@@H]12` gave SK-MEL-28 99, SK-MEL-2 104, M14 96, A549/ATCC 97, SK-MEL-5 98, HOP-62 102 and EKVX 97.

The whole of this part, from the start:
`COC(=O)C[C@H](Nc1nc(N)nc(N(C)Cc2ccccc2)c1C=O)C(=O)OC` gave SK-MEL-28 115, SK-MEL-2 108, M14 107, A549/ATCC 95, SK-MEL-5 117, HOP-92 90, HOP-62 101 and EKVX 106.
Screening O=C(O)CCCCCCCCCCNC(=O)Nc1cccc(C(F)(F)F)c1 returned SK-MEL-28 117, SK-MEL-2 108, M14 102, A549/ATCC 84, SK-MEL-5 103, HOP-92 93 and HOP-62 112.
`COc1cc(C2Nc3ccccc3-n3cccc32)cc(OC)c1OC` (stereo unspecified) gave SK-MEL-28 109, SK-MEL-2 89, M14 100, A549/ATCC 98, SK-MEL-5 83, HOP-92 76 and HOP-62 105.
`C=C(C)[C@@H]1CC[C@]2(C(=O)OC)CC[C@]3(C)[C@H](CC[C@@H]4[C@@]5(C)C/C(=C/NC(N)=S)C(=O)C(C)(C)[C@@H]5CC[C@]43C)[C@@H]12` gave SK-MEL-28 99, SK-MEL-2 103, M14 88, A549/ATCC 76, SK-MEL-5 87, HOP-92 90, HOP-62 97 and EKVX 91.
O=C(NC1CCCCC1)c1ccccc1Cl was read as SK-MEL-28 110, SK-MEL-2 117, M14 108, A549/ATCC 100, SK-MEL-5 103, HOP-92 101, HOP-62 104 and EKVX 97.
Screening O=[N+]([O-])c1ccc(S(=O)(=O)c2ccccc2)cc1 returned SK-MEL-28 125, SK-MEL-2 106, M14 100, A549/ATCC 102, SK-MEL-5 92, HOP-62 100 and EKVX 104.
`CC1=CC(=O)C2=C(C)CC[C@@H]3[C@H](OC(=O)[C@@H]3C)[C@@H]12` gave SK-MEL-28 99, SK-MEL-2 104, M14 96, A549/ATCC 97, SK-MEL-5 98, HOP-62 102 and EKVX 97.
Screening CC(C)C1(C2CCCC2)NC(=O)NC1=O (stereo unspecified) returned SK-MEL-28 113&115, SK-MEL-2 122&107, M14 104&99, A549/ATCC 108&106, SK-MEL-5 110, HOP-92 91, HOP-62 102&102 and EKVX 110&115.
For Oc1cccc2ccc(-c3n[nH]c(=S)o3)nc12 the results were SK-MEL-28 95, SK-MEL-2 102, A549/ATCC 89, SK-MEL-5 98, HOP-92 98, HOP-62 98 and EKVX 54.
Screening O=C(NCCN1CCOCC1)c1cncnc1Nc1ccc2c(ccn2Cc2cccc(F)c2)c1 returned SK-MEL-28 102, SK-MEL-2 110, M14 99, A549/ATCC 102, SK-MEL-5 96, HOP-92 100, HOP-62 102 and EKVX 98.
For O=C(CSc1nc2ccccc2c(=O)[nH]1)c1ccc(-c2ccccc2)cc1 the results were SK-MEL-28 105, SK-MEL-2 80, M14 95, A549/ATCC 91, SK-MEL-5 96, HOP-92 56, HOP-62 79 and EKVX 94.
CC1(C)N=C(N)NC(=NCCCOc2ccc([N+](=O)[O-])cc2)N1 was read as SK-MEL-28 106, SK-MEL-2 119, M14 103, A549/ATCC 93, SK-MEL-5 105, HOP-92 74 and HOP-62 93.
CC1(c2ccccc2)NC(=O)NC1=O (stereo unspecified) was read as SK-MEL-28 113, M14 121, A549/ATCC 96, SK-MEL-5 108, HOP-92 100, HOP-62 111 and EKVX 120.
CN(C)/C(N)=N/N=C(c1ccccn1)c1ccccn1 was read as SK-MEL-28 116, SK-MEL-2 102, M14 104, A549/ATCC 106, SK-MEL-5 85, HOP-92 96, HOP-62 108 and EKVX 103.
For Cc1c(C(=O)NCc2ccccc2)sc2ncc(-c3ccc(Br)cc3)n12 the results were SK-MEL-28 99, SK-MEL-2 110, M14 93, A549/ATCC 109, SK-MEL-5 98, HOP-92 100, HOP-62 97 and EKVX 109.
For COc1cc(-c2c(C#N)c(N)nn2C(=O)c2ccc(NC(=O)c3ccccn3)cc2)ccc1O the results were SK-MEL-28 100, SK-MEL-2 107, M14 91, A549/ATCC 100, SK-MEL-5 97, HOP-92 97, HOP-62 108 and EKVX 93.
For Cc1[nH]c(=S)[nH]c(=O)c1S(=O)(=O)Nc1ccc(Cl)cc1 the results were SK-MEL-28 108, SK-MEL-2 94, M14 106, A549/ATCC 103, HOP-92 72, HOP-62 81 and EKVX 74.
Screening Cc1cccc(C)c1NC(=O)Cn1cc(CN2C(=O)c3ccccc3S2(=O)=O)nn1 returned SK-MEL-28 100, M14 100, A549/ATCC 112, SK-MEL-5 105, HOP-92 111, HOP-62 119 and EKVX 107.
Screening CCCC(CC)N(c1ccc(OC)cc1)c1nc(-c2ccc(Br)cc2)cs1 (stereo unspecified) returned SK-MEL-28 111, SK-MEL-2 105, M14 92, A549/ATCC 85, SK-MEL-5 100, HOP-92 79, HOP-62 86 and EKVX 76.
`Nc1ccc(Sc2ccc(N)cc2S(=O)(=O)O)c(S(=O)(=O)O)c1` gave SK-MEL-28 102, SK-MEL-2 97, A549/ATCC 103, SK-MEL-5 102, HOP-92 72, HOP-62 92 and EKVX 95.
CCOc1ccc(Nc2nnc(C(=O)c3c[nH]c4ccccc34)o2)cc1 was read as SK-MEL-28 106, SK-MEL-2 92, M14 100, A549/ATCC 80, SK-MEL-5 55, HOP-92 100, HOP-62 71 and EKVX 86.
Screening Cc1cccc(N2C(=O)C3C(C2=O)C2(c4ccccc4)C(=O)C3(c3ccccc3)C(c3ccc4c(c3)OCO4)=C2c2ccc3c(c2)OCO3)c1 (stereo unspecified) returned SK-MEL-28 106, SK-MEL-2 104, M14 92, A549/ATCC 83, SK-MEL-5 97, HOP-92 101 and HOP-62 92.
`CCCCCCCCCCCCCCCCOc1ccc(S(=O)(=O)NC2CCCCC2)cc1[N+](=O)[O-]` gave SK-MEL-28 104, SK-MEL-2 96, M14 105, A549/ATCC 101, SK-MEL-5 102, HOP-92 97, HOP-62 96 and EKVX 108.
`N#CC1(c2ccc(Cl)cc2)CCCC1` gave SK-MEL-28 103, SK-MEL-2 101, M14 97, A549/ATCC 103, SK-MEL-5 100, HOP-92 78 and HOP-62 95.
For NCc1ccc(-c2nnc3n2N=C(c2ccccc2)CS3)cc1 the results were SK-MEL-28 99, M14 111, A549/ATCC 96, SK-MEL-5 98, HOP-92 93 and HOP-62 114.
Screening Nc1ccccc1Nc1c([N+](=O)[O-])cc(C(F)(F)F)cc1[N+](=O)[O-] returned SK-MEL-28 112, M14 104, A549/ATCC 98 and HOP-62 102.
CCN(CC)CC(=O)Nc1cc(Cl)ccc1C was read as SK-MEL-28 105, SK-MEL-2 101, M14 106, A549/ATCC 88, SK-MEL-5 103, HOP-92 86, HOP-62 86 and EKVX 106.
`CCOc1c(C#N)c(Nc2ccc(S(N)(=O)=O)cc2)c(C#N)c2nc(=S)ncn12` gave SK-MEL-28 107, SK-MEL-2 104, M14 107, A549/ATCC 101, SK-MEL-5 100, HOP-92 101, HOP-62 102 and EKVX 98.
Screening C=C(C)CNC(=O)c1ccc(OC)c(OC)c1 returned SK-MEL-28 108, SK-MEL-2 110, M14 107, A549/ATCC 102, SK-MEL-5 93, HOP-92 100, HOP-62 98 and EKVX 99.
`O=C(N/N=C/c1ccc(Cl)s1)c1[nH]c2ccc(Br)cc2c1-c1ccccc1` gave SK-MEL-28 62, SK-MEL-2 13, M14 5.5*, A549/ATCC 21, SK-MEL-5 -23*, HOP-92 36, HOP-62 30 and EKVX 42.
`COc1ccc(C2C=C(c3ccc(N)cc3)N=C3SC=CN32)cc1` (stereo unspecified) gave SK-MEL-28 79, SK-MEL-2 88, M14 79, A549/ATCC 71, SK-MEL-5 85, HOP-92 109 and HOP-62 67.
`Cc1cc([N+](=O)[O-])c2ccccc2c1NS(=O)(=O)c1ccccc1` gave SK-MEL-28 108, SK-MEL-2 115, M14 96, SK-MEL-5 97, HOP-92 65 and HOP-62 98.
`Cn1c2nc(=O)n(-c3ccccc3)c(=O)c-2nc2c1CCCC2` gave SK-MEL-28 110, SK-MEL-2 117, M14 107, A549/ATCC 105, SK-MEL-5 107 and HOP-62 103.
For CCCCn1c(=O)c(/C=C/C(=O)/C=C(/C=C/c2cc3cc(OC)ccc3n(CCCC)c2=O)OB(F)F)cc2cc(OC)ccc21 the results were SK-MEL-28 109, SK-MEL-2 94, M14 97, A549/ATCC 96, SK-MEL-5 115, HOP-62 100 and EKVX 108.
`Oc1ccc(C2=NN(c3ccccc3)C(c3ccccc3)C2)cc1` (stereo unspecified) gave SK-MEL-28 111, SK-MEL-2 110, M14 111, A549/ATCC 92, SK-MEL-5 104 and HOP-62 105.
Screening CCC(=O)Oc1c(C)cc(O)c2ccccc12 returned SK-MEL-28 119, SK-MEL-2 90, M14 95, A549/ATCC 93, SK-MEL-5 82, HOP-92 79, HOP-62 79 and EKVX 97.
`CC1(C)NC(=S)NC1=O` gave SK-MEL-28 110, SK-MEL-2 129, M14 99, A549/ATCC 98, SK-MEL-5 101, HOP-92 101 and HOP-62 104.
For C=C(C)[C@@H]1CC[C@]2(C(=O)N[C@@H](Cc3ccccc3)C(=O)O)CC[C@]3(C)[C@H](CC[C@@H]4[C@@]5(C)CCC(=O)C(C)(C)[C@@H]5CC[C@]43C)[C@@H]12 the results were SK-MEL-28 81, SK-MEL-2 59, M14 72, A549/ATCC 45, SK-MEL-5 48, HOP-92 52, HOP-62 92 and EKVX 64.
`Cc1c(C(=O)OCCO)cc(-c2ccc(Cl)cc2)n1-c1ccccc1` gave SK-MEL-28 87, SK-MEL-2 66, M14 88, A549/ATCC 61, SK-MEL-5 45, HOP-92 80, HOP-62 105 and EKVX 69.
COc1ccc(-c2cc(-c3nnc(SC/C(=N/O)c4ccccc4)o3)c3cc(OC)ccc3n2)cc1 was read as SK-MEL-28 99, SK-MEL-2 91, M14 99, A549/ATCC 88, SK-MEL-5 99, HOP-92 104, HOP-62 81 and EKVX 97.
Screening CN(O)S(=O)(=O)NCCOc1ccc(C(C)(C)C)cc1 returned SK-MEL-28 101, SK-MEL-2 94, M14 95, A549/ATCC 103, SK-MEL-5 103, HOP-62 96 and EKVX 103.
Cc1cc(N2CCN(C(C(=O)O)c3ccc(F)cc3)CC2)n(-c2ccccc2)n1 (stereo unspecified) was read as SK-MEL-28 107, SK-MEL-2 112, M14 101, A549/ATCC 101, SK-MEL-5 101, HOP-92 120, HOP-62 102 and EKVX 88.
For Cc1onc2c(-c3ccccc3)n[nH]c(=O)c12 the results were SK-MEL-28 108, SK-MEL-2 135, M14 105, A549/ATCC 114, SK-MEL-5 105, HOP-92 52, HOP-62 90 and EKVX 63.
For COc1ccc(C2OC[C@@]3(C)C4CC[C@]5(C)C(CC=C6C7CC(C)(C)CC[C@]7(C(=O)O)CC[C@]65C)[C@@]4(C)C[C@@H](O)[C@@H]3O2)cc1 (stereo partly specified) the results were SK-MEL-28 103, SK-MEL-2 102, M14 97, A549/ATCC 39, SK-MEL-5 80, HOP-92 65, HOP-62 95 and EKVX 53.
For Cc1nn(-c2ccccc2)c2c1N=c1s/c(=C\c3ccc(Cl)cc3)c(=O)n1CN2 the results were SK-MEL-28 84, SK-MEL-2 77, M14 75, A549/ATCC 55, SK-MEL-5 38, HOP-92 53, HOP-62 81 and EKVX 82.
For O=c1[nH]c2ccc(Cl)cc2cc1CSc1ccc(Nc2nccc(-c3ccc4c(c3)OCO4)n2)cc1 the results were SK-MEL-28 117, SK-MEL-2 118, M14 112, A549/ATCC 100, SK-MEL-5 100, HOP-92 131, HOP-62 114 and EKVX 105.
For COc1cc2nc(-c3ccc(Cl)cc3)cc(OCCCNCC3CCCO3)c2cc1OC (stereo unspecified) the results were SK-MEL-28 8.9*, SK-MEL-2 124, M14 -71*, A549/ATCC 53, SK-MEL-5 50, HOP-92 35, HOP-62 64 and EKVX 67.
`CCCCNC(=O)CSc1nc2ccccc2c(=O)n1-c1ccc(S(=O)(=O)Nc2ccc(Cl)nn2)cc1` gave SK-MEL-28 109, SK-MEL-2 112, A549/ATCC 104, SK-MEL-5 103, HOP-92 119, HOP-62 108 and EKVX 110.
For CC1(C)CCCC2=C1CC1C(=O)OC(=O)C1C2 (stereo unspecified) the results were SK-MEL-28 131, SK-MEL-2 93, M14 115, A549/ATCC 90, SK-MEL-5 97, HOP-92 102, HOP-62 116 and EKVX 127.
`Cc1nc2[nH]c(=S)[nH]c2c(=O)[nH]1` gave SK-MEL-28 116, SK-MEL-2 112, M14 115, A549/ATCC 104, SK-MEL-5 99, HOP-62 105 and EKVX 112.
